Assay outcomes (PubChem)
Myeloid diff MLP: myeloid differentiation induction. ER-HoxA9 myeloid progenitors, lysozyme-GFP differentiation, flow cytometry. calls only at 10 µM. 360,000 tested, 1% active. AID 624256;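 active = normalized GFP-positive differentiation at or above the plate's own cutoff, the solvent-only control mean plus 3 SD; inconclusive = no clear call, values can overlap the other calls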;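 note: cells exposed to compound for four days before flow analysis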
Myeloid diff MLP GFP+ MAC1+ %: further read-out of Myeloid diff MLP, marked with its call; GFP+ MAC1+ double positive, %; measured here: differentiation confirmed by MAC1 staining
* marks the source's active call; other numbers are inactive results; i = inactive; ? = inconclusive; / = no result given; & = joins results of further samples. An excerpt (hit frequency here may not be typical).

structure | Myeloid diff MLP | Myeloid diff MLP GFP+ MAC1+ %
CC(C)(C)NC(=O)C(c1cc2ccccc2o1)n1c(=O)c(-c2ccccc2)nc2ccccc21 (stereo unspecified) | i | 2.9
CN(C)c1cccc(NC(=O)c2cccc3c(-c4ccc(F)c(F)c4)coc23)c1 | i | 1.5
COc1ccc(NC(=O)C2(C)Cc3c(-c4cccc(NC(C)=O)c4)ccnc3O2)cc1OC (stereo unspecified) | i | 0.7
CCCCn1nnnc1C(c1ccccc1)N1CCN(c2cccc(C)c2C)CC1 (stereo unspecified) | i | 0.9
CNc1cncc(-c2ccoc2)n1 | i | 0.6
Cc1cccc(S(=O)(=O)NC(=O)C2(C)CCN2C(=O)Cc2ccccc2)c1 (stereo unspecified) | i | 0.8
C(=C\c1ccccc1)/CN1CCN(C(c2cccs2)c2nnnn2-c2ccc3c(c2)OCCO3)CC1 (stereo unspecified) | i | 1.1
Cc1ccnc(SCCn2c(N3CCOCC3)nc3c2c(=O)[nH]c(=O)n3C)n1 | i | 1.8
COc1ccc(OCCN2CCC(C(=O)NC(c3ccc(Cl)cc3)c3cnccn3)CC2)cc1 (stereo unspecified) | i | 2.3
O=C(NCc1ccccc1)C(c1ccncc1)n1c(=O)c(-c2cc3ccccc3[nH]2)nc2ccccc21 (stereo unspecified) | i | 2.4
OC(c1cccc(F)c1)c1ncc(-c2ccc(C(F)(F)F)cc2)[nH]1 (stereo unspecified) | i | 1.2
Cc1ccc(-c2nc3ccc(Br)cn3c2Cc2ccccc2C(F)(F)F)cc1 | i | 0.3
Cc1nc2sccn2c(=O)c1S(=O)(=O)N1CCN(c2ccccc2F)CC1 | i | 2.9
CC(C)(C)NC(=O)C(c1ccc(C#N)cc1)n1c(=O)c(-c2cc3ccccc3[nH]2)nc2ccccc21 (stereo unspecified) | i | 1.4
CCC(c1nnnn1-c1ccc2c(c1)OCCO2)N1CCN(c2ncccc2C(F)(F)F)CC1 (stereo unspecified) | i | 1.3&1.6
Cc1ccc(-c2cnc(C(O)c3ccc(Cl)cc3C)[nH]2)cc1 (stereo unspecified) | i | 0.9
Cc1cc(C(=O)Nc2ccc3c(c2)CCC3)ccc1[N+](=O)[O-] | i | 0.1
CCCS(=O)(=O)NC(=O)C1(C)CCN(C(=O)COc2ccccc2)C1 (stereo unspecified) | i | 0.5
C#Cc1ccccc1OCCCN1CCC(C(O)(c2ccccc2)c2ccccc2)CC1 | i | 1.8
CCOC(=O)C1(C)CCCN(C(=O)c2ccc(C#N)cc2)C1 (stereo unspecified) | i | 0.5
CO[C@@H]1CN(C)C(=O)c2cc(NC(=O)Nc3cc(F)ccc3F)ccc2OC[C@H](C)N(C(=O)c2cnccn2)C[C@@H]1C | i | 1.8
CN(C)C(=O)C[C@@H]1C=C[C@@H](NC(=O)C2CCC2)[C@@H](CO)O1 | i | 1.7
Clc1ccc(-c2cc3nc(NCc4cccc(Cl)c4)ccn3n2)cc1 | i | 0.8
Oc1ccccc1-c1cnc2cccnn12 | ? | /
Cc1ccc(S(=O)(=O)N2[C@H](CC(=O)OCc3ccccc3)OC[C@@H]2C(C)C)cc1 | i | 2.4
CC1(C(=O)Nc2cnc3ccccc3c2)CCN1Cc1ccc2c(c1)OCCO2 (stereo unspecified) | i | 1.5
COc1cc(C(O)c2nc(-c3cccs3)cs2)ccc1F (stereo unspecified) | i | 1.2
COc1ccc(Cn2cc(Cn3c4ccccc4c(=O)n3C(C)C)nn2)cc1 | i | 0.7
CC(C)NC(=O)C1(C)CN(S(C)(=O)=O)CC(=O)N1CCc1ccc(O)cc1 (stereo unspecified) | i | 1.4
Cc1cccc(-c2cnc(C(O)c3ccc(-c4ccccc4)cc3)[nH]2)c1 (stereo unspecified) | i | 1.2
CCCCC(=O)N(C)c1c(CC)nc2c(OCCOc3ccc(F)cc3)cccn12 | i | 0.3
CC(C)C1CC2=C(C(=O)OC(C)(C)O2)C(c2ccc(Cl)cc2)O1 (stereo unspecified) | i | 0.5
COc1cccc(Nc2nc(C(N)CO)cs2)n1 (stereo unspecified) | i | 2.0
CC(C)Nc1nc(NCCOc2ccccc2Cl)c2sccc2n1 | i | 1.0
Cc1ccc(CN2C(=O)C(F)(F)Oc3ccc(C)cc32)cc1 | i | 0.8
CC(O)(c1cccc(F)c1)c1nc(-c2cc3ccccc3o2)cs1 (stereo unspecified) | i | 1.4
COc1ccccc1-c1cnc(C(O)c2ccc(C)c(F)c2)[nH]1 (stereo unspecified) | i | 1.4
Cc1cc(C(=O)N2CCC2(C)C(=O)NS(=O)(=O)c2ccc(Cl)cc2)nn1C (stereo unspecified) | i | 1.2
CC1(C(=O)NS(C)(=O)=O)CCN1C(=O)CC(c1ccccc1)c1ccccc1 (stereo unspecified) | i | 0.9
CSc1ccc(CNC(=O)C2(C)CCCN(C(C)C)C2)cc1 (stereo unspecified) | i | 1.0
CC(C)(C)c1ccc(C(=O)N2[C@H](COCc3ccccc3)C=CS2(=O)=O)cc1 | i | 0.8
CCOC(=O)C1(C)CCN1C(=O)c1ccccc1OC(F)(F)F (stereo unspecified) | i | 1.0
O=C(Nc1ccc2c(c1)OCO2)c1cc(C2CCCCN2C(=O)c2ccc3c(c2)CCO3)on1 (stereo unspecified) | i | 0.9
CCNC(=O)C1(C)CCCN(C(=O)c2cc(C)nn2C(C)(C)C)C1 (stereo unspecified) | i | 1.4
O=C(Nc1nnc([C@@H]2C[C@H](O)[C@@H](CO)O2)s1)c1cccs1 | i | 0.6

4 compounds out of the list above, arranged by the value under Myeloid diff MLP GFP+ MAC1+ %, falling:
SMILES	Myeloid diff MLP GFP+ MAC1+ %
COc1cccc(Nc2nc(C(N)CO)cs2)n1 (stereo unspecified)	2.0
Cc1cc(C(=O)N2CCC2(C)C(=O)NS(=O)(=O)c2ccc(Cl)cc2)nn1C (stereo unspecified)	1.2
CC(C)Nc1nc(NCCOc2ccccc2Cl)c2sccc2n1	1.0
CCCCC(=O)N(C)c1c(CC)nc2c(OCCOc3ccc(F)cc3)cccn12	0.3

(further entries)
structure | Myeloid diff MLP | Myeloid diff MLP GFP+ MAC1+ %
O=C(Nc1cccn2nc(COCCO)nc12)C(c1ccccc1)c1ccccc1 | i | 0.4
O=C(C[C@H]1CC[C@@H](NC(=O)Cc2cccnc2)[C@@H](CO)O1)NCc1ccc2c(c1)OCO2 | i | 1.8
COc1ccccc1Cc1c(-c2ccc(C)cc2)nc2cc(C)c(Br)c(C)n12 | i | 0.6
CCCCNC(=O)C[C@@H]1C[C@@]2(C(=O)OC)CCCCC=C2N(CCc2ccc(OC)c(OC)c2)C1=O | i | 3.3
CCc1nc2c(OCc3cc(Cl)cc(Cl)c3)cccn2c1N(C)C(=O)c1ccc(C)cc1 | i | 1.9
CCNC(=O)C1CCCN(C(=O)c2ccc(OC)cc2)CC1 (stereo unspecified) | i | 1.7
CC1(Cc2cccc(C(N)=O)c2)C(=O)Nc2c(Cl)cccc21 (stereo unspecified) | i | 0.8
O=S1(=O)CC(N2CCCC2)CN1C1CCCCC1 (stereo unspecified) | i | 1.0
CCc1nc2ccc(C(=O)Nc3cccc(NS(C)(=O)=O)c3)cn2c1N(C)C(=O)Cc1ccccc1 | i | 0.7
Cc1c(Br)cccc1NC(=O)C1(C)CCN1C(C)C (stereo unspecified) | i | 0.6
CCCS(=O)(=O)NC(=O)C1(C)CCN(C(=O)c2cc(C)oc2C)C1 (stereo unspecified) | i | 1.4
CCCNC(=O)c1cc2c(c(-c3cccc(-c4ccc(F)cc4)c3)n1)[C@H](CCO)N(S(=O)C(C)(C)C)C2 (stereo partly specified) | i | 2.1
CCCCn1nnnc1C(c1cc2ccccc2o1)N1CCCCC1 (stereo unspecified) | i | 1.3
CCc1nc2c(OCc3ccccc3C)cccn2c1N(C)C(=O)CC(C)C | i | 0.3
COc1ccc(CCC(=O)N2c3ccccc3N=C(c3ccc(C(F)(F)F)cc3)C2C(=O)NC(C)(C)C)cc1 (stereo unspecified) | i | 3.4
COc1ccc(NC(=O)C(c2ccc(OC)cc2)n2c(=O)c(-c3cc4ccccc4[nH]3)nc3ccccc32)cc1 (stereo unspecified) | i | 2.5
O=C(NCc1cccnc1)c1ccc2sc([C@@H]3O[C@H](CO)[C@H](O)[C@H](O)[C@H]3O)nc2c1 | i | 0.9
C[C@H](c1ccccc1)N1C[C@@H](COCc2ccccc2)Oc2cc(N3CCC[C@H]3CO)ccc2S1(=O)=O | i | 0.6
OC(c1ccc(F)cc1)c1nc(/C=C/c2ccccc2)cs1 (stereo unspecified) | i | 0.7
COc1ccc(-c2csc(C(O)c3ccccc3)n2)cc1 (stereo unspecified) | i | 0.8
CC(C)(C(=O)N1CCC1(C)C(=O)NS(=O)(=O)c1ccc(C#N)cc1)c1ccccc1 (stereo unspecified) | i | 1.4
CC(=O)OC[C@@H]1CN(Cc2cccc(C(F)(F)F)c2)C[C@H](n2cnc3c(NCc4ccco4)ncnc32)O1 | i | 1.5
C[C@@H](NC(=O)[C@@H]1CCCN1C(=O)[C@@H]1CCCN1C(=O)c1cccc2ccccc12)c1ccccc1 | i | 0.7
Nc1c(-c2ccc(C(F)(F)F)cc2)nc2ncccn12 | i | 0.8
O=C(NCc1cc(Cl)cc(Cl)c1)c1ccc2nc([C@H]3C[C@H](O)[C@@H](CO)O3)[nH]c2c1 | i | 0.0
CSc1ccc(OC2(C)CCN(Cc3ccc(OC(C)C)cc3)C2)cc1 (stereo unspecified) | i | 0.9
CC1(C(=O)NS(=O)(=O)c2cccc(Cl)c2)CCN1C(=O)c1ccccc1CCc1ccccc1 (stereo unspecified) | i | 1.6
CC(O)(c1cccc(F)c1)c1nc(-c2cccc(C(=O)O)c2)cs1 (stereo unspecified) | i | 0.6
Cn1nc(C2CC2)cc1NC(=O)C1(C)CCN1C(=O)c1ccccc1CCc1ccccc1 (stereo unspecified) | i | 0.5
CC(C)Cc1ccc(-c2cc3nc(NCc4cccc(Cl)c4)ccn3n2)cc1 | i | 2.4
Cc1cn([C@H]2C[C@H](O)[C@@H](/C=C/C(=O)NCC(c3ccccc3)c3ccccc3)O2)c(=O)[nH]c1=O | i | 0.8
COC(=O)[C@]12CCCCC=C1N(Cc1ccco1)C(=O)[C@H](CC(=O)NCC13CC4CC(CC(C4)C1)C3)C2 | i | 0.9
CSc1ccc(Cn2c(C)c(C(=O)NCc3ccco3)sc2=O)cc1 | i | 2.1
CCO/C(C)=N/Oc1cnc2ccccc2c1 | i | 0.6
CC(C)c1ccc(NC(=O)C2Cc3c(-c4cccc(C(N)=O)c4)ccnc3O2)cc1 (stereo unspecified) | i | 0.5
COc1cccc(CNc2nc3cc(-c4ccccc4CO)sc3c(=O)n2C)c1 | i | 0.6
CC(C)C[C@@H]1COc2cc(N3CCSCC3)ccc2S(=O)(=O)N1 | i | 1.5
Cc1cc(Br)ccc1NC(=O)CCCOc1cc(=O)n(C)c2ccccc12 | i | 0.2
COc1ccc(C(=O)NCCNc2nc3cc(C)cc(C)c3cc2C#N)cc1 | i | 0.8
COc1ccccc1CCn1cnc(-c2ccc(OC)c(OC)c2)c1C(C)C | i | 6.2
O=C(Nc1cc(Br)ccc1F)c1nc[nH]c1C(=O)NCc1ccccc1 | i | 1.1
CCCNC(=O)C1(C)CCN(C(=O)c2ccccc2F)C1 (stereo unspecified) | i | 0.7
CC(C)(C)c1ccc(C(=O)N2CCC2(C)C(=O)Nc2cccc3ccccc23)cc1 (stereo unspecified) | i | 3.1
CC(O)(c1cccnc1)c1nc(-c2ccc3ccccc3c2)cs1 (stereo unspecified) | i | 0.9
CCCNC(=O)C1(C)CCCN(C(=O)c2cc(C(C)(C)C)nn2C)C1 (stereo unspecified) | i | 0.4

Seven records picked at random from the list so far:
structure | Myeloid diff MLP | Myeloid diff MLP GFP+ MAC1+ %
CC(C)(C)c1ccc(C(=O)N2CCC2(C)C(=O)Nc2cccc3ccccc23)cc1 (stereo unspecified) | i | 3.1
CCCNC(=O)C1(C)CCN(C(=O)c2ccccc2F)C1 (stereo unspecified) | i | 0.7
CCO/C(C)=N/Oc1cnc2ccccc2c1 | i | 0.6
CSc1ccc(Cn2c(C)c(C(=O)NCc3ccco3)sc2=O)cc1 | i | 2.1
CC(O)(c1cccnc1)c1nc(-c2ccc3ccccc3c2)cs1 (stereo unspecified) | i | 0.9
CCCNC(=O)C1(C)CCCN(C(=O)c2cc(C(C)(C)C)nn2C)C1 (stereo unspecified) | i | 0.4
Cc1cn([C@H]2C[C@H](O)[C@@H](/C=C/C(=O)NCC(c3ccccc3)c3ccccc3)O2)c(=O)[nH]c1=O | i | 0.8

Other entries follow:
structure | Myeloid diff MLP | Myeloid diff MLP GFP+ MAC1+ %
CCOc1ccc(CCN2C(=S)N([C@@H](Cc3ccc(O)cc3)CN3CCC[C@@H]3CN3C(=S)NC[C@@H]3Cc3ccccc3)C[C@@H]2CC(C)C)cc1 | i | 1.2
CCCS(=O)(=O)NC(=O)C1(C)CCN(C(=O)Cc2ccc(OC)c(OC)c2)C1 (stereo unspecified) | i | 0.5
Cc1ccc(S(=O)(=O)N2CCC(=O)N([C@H](COCc3ccc(Cl)cc3)C(C)C)CC2)cc1 | i | 0.6
Nc1[nH]c(C(=O)c2ccccc2)c(-c2ccc(Br)cc2)c1C(=O)NC1CCCCC1 | i | 1.6
O=C(NC(c1ccc(F)cc1)c1ccc2ccccc2n1)C1CCN(Cc2ccc(Oc3ccccc3)cc2)CC1 (stereo unspecified) | i | 0.9
CCC(=O)N1CCC(C)(C(=O)Nc2cc(OC)c(OC)c(OC)c2)C1 (stereo unspecified) | i | 1.3
CCOc1ccc(CCN2C(=O)C(=O)N([C@@H](CC(C)C)CN3CCC[C@H]3CN3C(=O)C(=O)NC[C@@H]3Cc3ccc(O)cc3)C[C@@H]2CC(C)C)cc1 | i | 1.1
O=c1cc(C(O)C[N+](=O)[O-])occ1OCc1ccccc1 (stereo unspecified) | i | 0.9
CC(C)(C)S(=O)N1Cc2cc(C(=O)N[C@@H]3CCN(Cc4ccccc4)C3)nc(-c3cccc(-c4cc5ccccc5o4)c3)c2[C@@H]1CCO (stereo partly specified) | i | 0.8
